Peg3 prom inh: inhibitors of Peg3 promoter; HeLa PEG-Prom luciferase reporter, luminescence, overnight; inhibition, % at 20 µM; actives 1.7% (n = 360,000); AID 588405;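 active means inhibition of at least 50% at 20 µM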
C8 TRAIL sens: sensitizes caspase-8 expressing cells to TRAIL; inhibition (viability loss, TRAIL sensitization), % at 10 µM; AID 624354; NB7+C8 cells + TRAIL, ATPlite viability luminescence; actives 1% (n = 360,000);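 active means compounds causing at least 50% loss of cell viability in the single-dose screen, relative to plate controls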
LMP1 NFkB inh: Epstein-Barr LMP1 NF-kappaB reporter inhibition; LMP1-induced NF-kappaB luciferase reporter cells, luminescence; inhibition, % at 12.5 µM; actives 0.69% (n = 350,000); AID 504558; in the data active means inhibition above about 41%;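 further: 0% = neutral control wells and 100% = reference inhibitor control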
NR2E3 ag-1: activates human photoreceptor nuclear receptor NR2E3 | Q9Y5X4 | actives 0.12% (n = 320,000) | inhibition of corepressor binding, % at 4.78 µM | AID 2300 | GST-NR2E3/biotin-RetCOR TR-FRET, 1536-well;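 active means percent inhibition above the cutoff of mean plus 3 SD of all tested compounds, set per screening campaign, cut at about 20% in these data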;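 further: 0% = DMSO wells and 100% = biotin wells as full block of FRET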
Target sequence (Q9Y5X4 whole entry, looked up): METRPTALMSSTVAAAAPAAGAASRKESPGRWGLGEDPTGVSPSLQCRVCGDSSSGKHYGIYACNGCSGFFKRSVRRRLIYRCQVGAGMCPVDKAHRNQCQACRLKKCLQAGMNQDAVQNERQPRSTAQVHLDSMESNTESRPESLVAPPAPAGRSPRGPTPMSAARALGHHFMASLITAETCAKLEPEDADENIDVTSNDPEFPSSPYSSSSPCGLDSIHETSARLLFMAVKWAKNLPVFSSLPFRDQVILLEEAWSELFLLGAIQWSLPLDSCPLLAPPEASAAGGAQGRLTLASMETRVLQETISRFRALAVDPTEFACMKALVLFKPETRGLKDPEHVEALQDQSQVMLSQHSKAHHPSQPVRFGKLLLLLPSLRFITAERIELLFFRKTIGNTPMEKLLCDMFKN
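Material: NR2E3–RetCOR corepressor complex | Quantity: 1.35 nM GST-tagged NR2E3 final | Schedule: 5 h at 4 °C | Replication: Singlicate compound wells | Reagent: RetCOR corepressor, biotinylated, 7 nM | Controls: Biotin wells as high control, 0.6% DMSO wells as low control | Signal: TR-FRET, Eu(K)-anti-GST donor, streptavidin-D2 acceptor, ex 340, em 617/671 nm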
NR2E3 ag-2: agonists of human NR2E3 nuclear receptor. actives 0.35% (n = 360,000). AID 602229. CHO-S Gal4-NCOR/VP16-NR2E3 two-hybrid, luciferase. inhibition of corepressor binding, % at 3.98 µM. Q9Y5X4;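 active means inhibition above the mean of all tested compounds plus 3 SD, cut at about 70% in these data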;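 further: 0% = DMSO with NR2E3 transfected cells and 100% = cells lacking NR2E3 construct; higher means lower luciferase signal from less NR2E3 corepressor binding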
TRPM1 prom inh: inhibitors of MITF-driven TRPM1 promoter in melanoma cells | actives 0.83% (n = 330,000) | AID 488899 | SK-MEL-5 TRPM1 promoter luciferase, 24 h | inhibition, % at 12.5 µM;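 active means mean inhibition across replicates of 60% or more, whatever share of single replicates reaches that level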; further: values of inactives mirror those of a sister screen read the other way
iPSC survival up: hiPSC single-cell survival enhancement. ATPlite luminescence; 100% = ROCK inhibitor wells, 0% = DMSO. survival enhancement, % at 20 µM. actives 0.044% (n = 360,000). AID 602274; in the data active means survival enhancement above about 18%;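 further: cells exposed to compounds for 16 hours before the ATP read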
KKLEB tox: counter-screen for CF NF-kB inhibitors: cytotoxicity. KKLEB CF airway cells viability, ATPlite luminescence, overnight; stronger effect = lower value; cells stimulated with P. aeruginosa culture filtrate. activity change (cytotoxicity), % at 5 µM. actives 0.36% (n = 360,000). AID 602141;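 active means corrected activity change at or below -50% at 5 µM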
Shn3 3UTR inh: inhibitors of Schnurri-3 3'UTR reporter in osteoblasts; Clone20 osteoblast Shn3 3'UTR firefly luciferase, 24 h; inhibition, % at 12.5 µM; actives 0.52% (n = 360,000);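 active means mean inhibition of at least 75% with every replicate also reaching 75%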;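 further: 0% = median of neutral control wells and 100% = pilot-screen positive control compound; some compounds past the cut are filed as inactive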
HIF-2a inh: blocks HIF-2a reporter activity | actives 0.72% (n = 360,000) | 786-0 RCC cells HIF-2a reporter, luciferase luminescence, overnight | inhibition, % at 18.8 µM | AID 624352;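 active means inhibition of the luminescence signal of 40% or more relative to plate controls, in a single-dose primary screen at 18.75 µM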
CF NFkB block: inhibitors of cystic fibrosis induced NF-kB. KKLEB NF-kB-GFP reporter, PAF-induced, GFP fluorescence overnight. inhibition, % at 5 µM. actives 0.86% (n = 360,000). AID 588850;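 active means at least 50% inhibition at 5 µM, scaled per plate between neutral and stimulator controls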;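 further: PAF is a Pseudomonas aeruginosa culture filtrate used as stimulus; plate controls were PAF-stimulated DMSO wells for no effect and unstimulated DMSO wells for full effect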
Active calls of the source: *; / = no result given. This is a subset; count on the stated rates, not on these rows.

structure	Peg3 prom inh	C8 TRAIL sens	LMP1 NFkB inh	NR2E3 ag-1	NR2E3 ag-2	TRPM1 prom inh	iPSC survival up	KKLEB tox	Shn3 3UTR inh	HIF-2a inh	CF NFkB block
Cc1ccc(NC(=O)c2cccc(NC(=O)/C=C/c3ccco3)c2)cc1C	-173	22	-48	2	-56	-29	0.2	-6	-62	-220	6
CCNC(=S)N(CCCO)Cc1cc2cc3c(cc2[nH]c1=O)OCCO3	-5	-12	-8	0	-4	-8	1.1	4	-26	-11	0
COCc1c(C(=O)OCC(=O)NCc2ccco2)oc2ccccc12	-2	-1	-3	/	-24	5	0.3	-12	-4	-10	5
COC(=O)c1c(NC(=O)c2nc3ccccc3s2)sc2c1CCN(C(C)=O)C2	-6	45	-9	5	-17	-25	1.6	4	-22	-48	-30
Cc1ccc(NS(=O)(=O)c2cccc(C(=O)NC3CCN(Cc4ccccc4)CC3)c2)cc1	10	27	23	/	1	25	-2.5	-5	45	21	-4
NC(=O)C[C@@H]1NC(=O)CNC(=O)c2cc([N+](=O)[O-])cc(I)c2NCCC(C(N)=O)NC1=O (stereo partly specified)	9	-9	1	1	0	4	5.2	7	-13	10	3
CCN(CC)CCN1C2=C(C(=O)CC(C)(C)C2)C(c2cccc(F)c2)C2=C1CC(C)(C)CC2=O	24	-4	4	0	10	4	-0.3	4	11	12	2
Cc1nnc(SCc2cc(=O)oc3cc(O)ccc23)n1Cc1ccccc1	18	-11	9	-2	-13	3	1.0	1	18	22	4
COc1ccc(N(C)S(=O)(=O)c2ccc(C)cc2)c([N+](=O)[O-])c1	9	2	-4	4	-15	8	-1.2	0	-3	18	-3
NC(=O)c1ccccc1N/C=C/C(=O)c1ccco1	-295	12	1	2	-81	-44	-1.7	0	-46	-210	5
Cc1ccc(N2C(=O)C3C(C2=O)N2C(c4cccs4)C4C(=O)N(c5ccc(C)cc5)C(=O)C4N2C3c2cccs2)cc1 (stereo unspecified)	14	-2	-6	1	-39	9	-1.0	-15	2	2	-5
COc1ccc(OC)c(NC(=O)Cn2cc(C=O)c3ccccc32)c1	6	-7	6	-2	-3	11	0.5	-7	10	21	9
COc1cc2cc(C(c3nnnn3C(C)(C)C)N3CCc4ccccc4C3)c(=O)[nH]c2cc1OC (stereo unspecified)	19	50	4	0	0	16	-2.8	-9	12	35	-1
Cc1ccc(C(=O)N2CCCC(Nc3ccc(C)c(C)c3)C2)c(=O)[nH]1 (stereo unspecified)	7	-15	1	1	-7	7	-0.3	-1	2	5	-2
Cc1ccc(S(=O)(=O)Oc2ccc(/C=C(/NC(=O)c3ccccc3)C(=O)NCCCC(=O)O)cc2)cc1	16	2	0	1	8	7	-2.0	-13	0	8	11
O=C(CSc1ccc2nnc(-c3ccccn3)n2n1)N1CCN(c2ccccc2)CC1	18	6	-8	4	-1	9	2.7	-11	-3	12	1
Cc1ccc(/C(N)=N/OC(=O)C(C)c2ccc([N+](=O)[O-])cc2)cc1 (stereo unspecified)	-2	3	1	-3	-24	-11	0.1	1	-23	-35	-7
CCOc1ccc(N2Cc3ncccc3C2=O)cc1	-180	31	7	-1	-125	-3	-2.3	11	-26	-162	7
Cc1cc(-c2ccc(C)c(S(=O)(=O)N3CCN(c4ccccn4)CC3)c2)on1	22	12	1	-3	17	-6	0.6	-4	2	3	10
Cn1cnc([N+](=O)[O-])c1Sc1ncn[nH]1	10	-3	7	-1	-6	-16	-0.5	10	15	6	22
O=C(CCN1CCCCO1)N1CCCC(Nc2cccc(F)c2)C1 (stereo unspecified)	12	4	-3	3	-13	4	-0.6	4	4	1	-3
COc1ccc(C(=O)N/N=C/c2cc(Br)ccc2O)cc1OC	48	3	11	0	-13	66*	-0.2	2	91*	-7	10
Cn1cccc1C(=O)NC(=O)COC(=O)Cc1coc2ccc3ccccc3c12	12	-11	3	3	20	6	5.1	7	-9	0	-24
CCOC(=O)NC(Cc1c[nH]c2ccccc12)C(=O)NCCc1ccc(S(N)(=O)=O)cc1 (stereo unspecified)	2	-6	1	-2	-17	9	-0.7	-7	5	-1	2
CN1C(=O)C2(c3ccccc31)c1c(oc3ccccc3c1=O)C(=O)N2CCO (stereo unspecified)	11	2	5	-1	-1	9	-0.6	2	-6	25	7
CCOc1cccc(N2C(=O)CC(NCc3ccc(S(N)(=O)=O)cc3)C2=O)c1 (stereo unspecified)	-2	-9	-8	-1	-13	2	0.3	0	3	13	1
Cc1onc(C(=O)Nc2sc3c(c2C(N)=O)CCCC3)c1[N+](=O)[O-]	-30	5	-4	4	-27	3	0.4	-7	-5	-39	9
COC(=O)c1ccccc1C(=O)N1CCCC(C(=O)c2ccc(OC)c(OC)c2)C1 (stereo unspecified)	1	3	-14	3	-18	4	0.2	4	-2	0	18
CCOC(=O)c1cc(-c2ccccc2)sc1NC(=O)CC	-2	-4	3	0	16	3	0.1	-8	12	-78	24
C[C@@H]1CN([C@H](C)CO)C(=O)c2cc(NC(=O)Nc3ccc4c(c3)OCO4)ccc2O[C@H]1CN(C)Cc1ccncc1	7	-4	-8	/	-30	2	3.1	18	-4	16	-25

Quoted at random: 2 records from the list.
structure	Peg3 prom inh	C8 TRAIL sens	LMP1 NFkB inh	NR2E3 ag-1	NR2E3 ag-2	TRPM1 prom inh	iPSC survival up	KKLEB tox	Shn3 3UTR inh	HIF-2a inh	CF NFkB block
CN1C(=O)C2(c3ccccc31)c1c(oc3ccccc3c1=O)C(=O)N2CCO (stereo unspecified)	11	2	5	-1	-1	9	-0.6	2	-6	25	7
O=C(CCN1CCCCO1)N1CCCC(Nc2cccc(F)c2)C1 (stereo unspecified)	12	4	-3	3	-13	4	-0.6	4	4	1	-3

(list continues)
structure	Peg3 prom inh	C8 TRAIL sens	LMP1 NFkB inh	NR2E3 ag-1	NR2E3 ag-2	TRPM1 prom inh	iPSC survival up	KKLEB tox	Shn3 3UTR inh	HIF-2a inh	CF NFkB block
COc1ccc([C@H]2C[C@H](O)[C@@H](n3cc(-c4ccc(F)cc4)nn3)CN2C(=O)c2cccs2)cc1	10	3	0	/	-24	/	0.8	0	-1	-3	7
c1ccc(-c2noc(C34CC5CC(CC(C5)C3)C4)n2)cc1	-125	18	-23	1	-16	-17	-5.0	9	-46	-101	-7
CSc1ccccc1OCc1cc(C(=O)N2CCc3c(Cl)cccc3C2)no1	7	-11	/	2	8	11	-0.1	2	-4	-4	-4
O=C(Cc1ccccc1Cl)NNC(=O)Nc1ccccc1	-1	-7	3	-2	-18	-1	1.6	13	20	7	-3
CCOc1ccc(N(C)C(=O)CCc2nnc3ccc(N4CCCCC4)nn23)cc1	9	-17	-2	-1	-3	7	0.3	11	9	7	-1
Cc1c(Cl)cccc1NC(=O)CCN1CCCC(C)C1 (stereo unspecified)	5	-12	2	-2	-9	7	0.3	-7	-6	-4	14
COc1ccc(NS(=O)(=O)c2cc(NC(=O)c3cccc(OCc4c(C)noc4C)c3)ccc2OC)cc1	13	-14	10	0	-38	4	4.5	1	35	1	1
CCCn1nc(NC(=O)COC)c2cc3cc(C)ccc3nc21	-76	-4	-9	/	-21	-24	-0.5	1	-60	-190	-5
O=c1[nH]c2ccc(S(=O)(=O)N3CCN(c4ccccc4F)CC3)cc2s1	6	-23	0	-1	50	-12	0.9	-1	16	10	8
COc1ccc(NC(=O)c2ccc(NC(=O)COC(=O)CC(NC(=O)c3ccccc3Cl)c3ccccc3)cc2)cc1 (stereo unspecified)	-59	21	-5	2	-56	0	2.2	19	-7	-42	-4
CCOc1ccccc1NC(=O)c1ccc2c(O)c(S(=O)(=O)c3ccccc3)c(=O)[nH]c2c1	7	-14	-16	/	-20	/	0.5	4	-4	0	-9
Cc1ccc(-n2nnnc2SCC(=O)Nc2sc(C)c(C)c2C#N)cc1C	7	-5	2	1	-4	16	3.2	2	14	18	-3
COc1ccc(NC(=O)CN2CCC(Cc3ccccc3)CC2)cc1S(=O)(=O)N1CCOCC1	9	-8	6	2	-7	13	-1.2	2	9	5	2
CC1CC1C(=O)OCC(=O)Nc1ccc(N=Nc2ccccc2)cc1 (stereo unspecified)	-383	4	-24	-4	-139	-80	7.0	1	-100	-239	9
CC(=O)NC(C)(c1ccccc1)c1nc(-c2cccc(C#N)c2)cs1 (stereo unspecified)	7	-6	/	/	-2	/	0.4	0	3	13	-1
CC(=O)Nn1cnc2c(c1=O)C1(CCCCC1)Cc1ccccc1-2	6	-11	-18	-2	-25	19	-0.6	-3	9	32	0
COc1ccc([N+](=O)[O-])cc1NS(=O)(=O)c1ccc(C(=O)N2CCCC2)cc1	12	9	0	4	-8	10	1.7	4	16	12	-1
CC(=O)NC1(C(=O)O)CCCC1	1	-7	-9	1	14	9	-0.7	2	3	16	-5
COc1cccc(C2=NOC(C(=O)Nc3c(C)n(C)n(-c4ccccc4)c3=O)C2)c1 (stereo unspecified)	8	-22	0	2	-14	4	0.0	-1	-1	4	12
O=C(O)CCc1[nH]c2ccccc2c1Sc1ccccc1	10	1	-10	1	-26	-10	-0.5	0	-15	11	2
CC(Cl)C(=O)c1c(N)n(C)c(=O)n(C)c1=O (stereo unspecified)	10	-6	-13	6	-3	-5	-0.2	-12	-4	-20	15
Cc1ccc(S(=O)(=O)NCc2ccccc2)cc1C(=O)N(C)CC(=O)Nc1c(Cl)cccc1Cl	6	1	-2	-2	-16	4	0.0	-5	11	17	11
CC(C)c1ccc(NS(=O)(=O)c2ccc3[nH]cc(C(=O)N4CCC(C(N)=O)CC4)c(=O)c3c2)cc1	-1	-2	3	0	-3	-1	-1.2	8	-3	14	2
Cc1cccc(NC(=O)Nc2c(C)n(C)n(-c3ccccc3)c2=O)c1	3	-6	-8	2	5	-2	0.0	5	-14	10	3
Cc1ccc(C)c2[nH]c(=O)c(CCNC(=O)CC(C)(C)C)cc12	-2	2	8	1	-11	-2	-0.7	9	0	3	5
CCCS(=O)(=O)Nc1c(C(=O)O)[nH]c2ccc(OC)cc12	4	-8	-14	-3	-30	11	0.4	-6	-8	11	17
O=C1COc2ccc(C(=O)COC(=O)c3ccccc3[N+](=O)[O-])cc2N1	-181	-16	-8	-1	-21	-21	1.7	-5	-60	-16	7
Cc1cc(C)nc(N2CCC(C(=O)NCCc3ccccc3)CC2)n1	8	-17	4	4	0	2	-0.9	-2	3	18	14
Cc1cc(C)c2nc(SCC#N)cc(C)c2c1	20	-8	-7	3	-41	-1	0.4	-10	-3	9	1
Oc1ccc(C=Nc2ccccc2-c2nc3ccccc3[nH]2)cc1	-162	-6	-17	1	-66	-21	0.5	12	-53	-185	-28
CN(C)c1ccc(CN(C(=O)/C=C/c2ccco2)C2CCS(=O)(=O)C2)cc1 (stereo unspecified)	8	-4	/	3	-2	/	-0.4	3	0	11	-4
